Glioma ERSR ind: ER stress response induction in glioma | U87-MG GRP78 promoter luciferase reporter, 16 h | Potency, µM, inactives show top-dose activation, hits mostly activators | hit rate 0.02% among 420,000 | AID 602332; active means well fitted activation curve with a large enough effect; inconclusive means small, poorly fitted or top-dose-only effect; inactive means no such curve, though single readings can be large or run the other way; further: series mostly up to about 76 µM; % of control where 0% means no effect; nearly all actives have a fitted effect of over 35% in size
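ERSR induction read as luciferase luminescence (Bright-Glo, 10 min at room temperature) in stably transfected human U87-MG glioma cells exposed to compounds for 16 h, using GRP78 as sensor.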
The depositor's hits bear a star; ? = inconclusive; & = joins results of further samples. Potency means the concentration at half of the fitted maximal effect. The list is partial; rates above refer to the full screens.

entry	Molecule	Glioma ERSR ind
1	COC[C@H]([C@@H](O)[C@@H](O)C(=O)NCC[C@@H](C)c1nc(/C=C/C[C@H]2OC3(C[C@H](O)[C@H]2C)OC([C@@H](C[C@@H](O)[C@@H](C)[C@@H](O)[C@@H](C)/C=C(C)/C(C)=C/C=C/C(C)=C\C#N)OC)[C@@H](OP(=O)(O)O)C3(C)C)co1)N(C)C (stereo partly specified)	-6.7%&-4.1%
2	COc1ccccc1-c1[se]c2ccccc2c1I	0.9%
3	CC(N)C(=O)c1ccccc1 (stereo unspecified)	-2.5%
4	CNc1ccccc1C(=O)O	-3.2%
5	CC(N)(COP(=O)(O)Oc1ccccc1)C(=O)O (stereo unspecified)	-3.1%
6	C[C@]12O[C@H](C[C@@]1(O)C(=O)O)n1c3ccccc3c3c4c(c5c6ccccc6n2c5c31)CNC4=O	-4.5%
7	Cc1cc(OC(=O)N2CCCCC2)c(C(C)C)cc1[N+](C)(C)C	-7.8%
8	N[C@H](CCCCCP(=O)(O)O)C(=O)O	-3.3%&-2.6%
9	COC(=O)[C@]1(C)CC[C@@]2(C)CC[C@@]3(C)C4=CC=C5C(=CC(=O)C(O)=C5C)[C@@]4(C)CC[C@@]3(C)C2C1 (stereo partly specified)	-12.6%
10	CNC[C@H](O)c1ccc(O)c(OC)c1	-1.3%
11	CCCCC/C=C\C/C=C\C/C=C\C/C=C\CCCC(=O)NCc1ccc(O)c(OC)c1	?
12	Cc1ccccc1-c1cncnc1NCCc1cnc[nH]1	-4.4%
13	CC(=O)OC1CN2CCC1CC2 (stereo unspecified)	-4.7%
14	CCCCCC(O)C1C(=O)OC(C)C(O)\C=C/C=C\C=C/C=C\C=C(\C)C(O)C(O)C(O)CC(O)CC(O)CC(O)CC(O)CC1O (stereo unspecified)	-1.9%&-2.3%
15	NC(N)=Nc1ccc2[nH]c3c(c2c1)C[C@]1(O)[C@@H]2Cc4ccc(O)c5c4[C@]1(CCN2CC1CC1)[C@@H]3O5	-4.1%
16	CNC(Cc1c[nH]c2ccccc12)C(=O)O (stereo unspecified)	-5.6%
17	O=C1CC[C@]2(O)[C@H]3Cc4ccc(O)c5c4[C@@]2(CCN3CC2CC2)[C@@H]1O5	-4.0%
18	Oc1ccc2c3c1O[C@H]1c4oc5ccccc5c4C[C@@]4(O)C(C2)N(CC2CC2)CC[C@]314	-6.7%
19	CC(N)[C@@H](O)c1ccccc1 (stereo partly specified)	-0.7%
20	CCOC(=O)C(SP(=S)(OC)OC)c1ccccc1 (stereo unspecified)	-4.8%
21	O=C(c1ccco1)N1CCC[C@@]2(CCN(Cc3ccncc3)C2)C1	-1.2%
22	COc1cccc2c1C13CC[N+]4(CC5CC5)CO[C@]1(CCC(=O)C3)C4C2	-5.2%
23	NCCNC[C@@H](N)CCCN=C(N)N[N+](=O)[O-]	4.6%
24	Cc1ccc(O)cc1 (tested in a mixture with another compound)	-3.8%
25	O=C(Oc1ccccc1)N1CCC2(CCCN(C(c3ccccc3)c3ccccc3)C2)CC1	-2.8%
26	C[C@H]1CN(C2CCC(C#N)(c3ccc(F)cc3)CC2)CC[C@@]1(C(=O)O)c1ccccc1 (stereo partly specified)	-6.5%
27	CCOc1cncc(/C=C/CCNC)c1	-5.9%
28	NCCCP(=O)(O)CC1CCCCC1	-1.2%&0.4%
29	CNC(=O)O/N=C/C(C)(C)SC	-5.3%
30	CS(=N)(=O)CC[C@H](N)C(=O)O (stereo partly specified)	-0.6%
31	C/C(=C\C=C/[C@@H](C)C(=O)O)[C@H]1CN[C@H](C(=O)O)[C@@H]1CC(=O)O	-0.2%
32	Cc1c(C(=O)c2ccc3ccccc3c2)c2cccc3c2n1[C@H](CN1CCOCC1)CO3	5.9%
33	CN1CC[C@@]2(CCCN(C(=O)c3csnn3)C2)C1	-5.1%
34	CCCCC/C=C\C[C@@H](/C=C/C=C\C/C=C\CCCC(=O)O)OO	-1.7%
35	CCCCC/C=C\C/C=C\C/C=C\C/C=C\CCCC(=O)Nc1ccc(O)cc1C	-1.2%&-3.0%
36	CN1CCc2cc3c(cc2[C@@H]1[C@@H]1OC(=O)c2c1ccc1c2OCO1)OCO3	-4.6%
37	CC(=O)[C@H]1CC[C@H]2C3CC[C@H]4C[C@](C)(O)CC[C@]4(C)C3CC[C@]12C (stereo partly specified)	-3.0%
38	O=C(O)c1nn(Cc2ccc(Cl)c(Cl)c2)c2ccccc12	-6.5%
39	CS(=O)(=O)N1CCC2(CC1)CN(Cc1ccncc1)C2	-4.4%
40	O=Cc1ccco1	-1.5%
41	CC(N)Cc1ccc2c(c1)OCO2 (stereo unspecified)	-3.5%
42	C=C(C)C1CCC(C)=CC1c1c(O)cc(O)cc1CCCCC (stereo unspecified)	-9.7%
43	CC(C)(O)[C@@H]1C2OC(=O)[C@@H]1[C@]1(O)C[C@H]3O[C@]34C(=O)O[C@H]2[C@]14C	-2.2%
44	CC(C)CN1CC2(CCN(C(=O)Oc3ccccc3)CC2)C1	-2.3%
45	Clc1ccc([C@H](Cn2ccnc2)OCc2csc3c(Cl)cccc23)c(Cl)c1	-1.4%
46	CC1/C=C/C=C/CC/C=C/C=C/C=C/C=C/C(OC2OC(C)C(O)C(N)C2O)CC2O[C@](O)(CC(O)C(O)CCC(O)CC(O)CC(O)CC(=O)OC(C)C(C)C1O)CC(O)C2C(=O)O (stereo partly specified)	-1.6%
47	COP(N)(=O)SC (stereo unspecified)	-2.9%
48	Cc1nc2cnc(N3CCNCC3)nc2n(C)c1=O	-2.2%
49	CC(=O)NBr	2.4%
50	CC(CO)NC(=O)C1C=C2c3cccc4[nH]cc(c34)C[C@H]2N(C)C1 (stereo partly specified)	-5.9%
51	COP(=S)(OC)Oc1ccc([N+](=O)[O-])cc1	-11.6%
52	[O]=[Cr](=[O])([OH])[O][Cr](=[O])(=[O])[OH]	-4.8%&-3.0%
53	NCC(O)c1cccc(O)c1 (stereo unspecified)	-3.2%
54	Clc1ccc(CS[C@@H](Cn2ccnc2)c2ccc(Cl)cc2Cl)cc1	-3.9%
55	NC[C@H](CP(=O)(O)O)c1ccc(Cl)cc1	-4.0%
56	O=C=NCCCCN=C=O	0.7%
57	CC(C)(C)NC[C@H](O)c1cc(Cl)c(N)c(Cl)c1	-3.1%
58	CC(Cc1ccccc1)N(C)C (stereo unspecified)	-4.8%
59	CCCCCCCCCCCCCC(=O)O[C@@H]1[C@@H](C)[C@@]2(O)[C@@H](C=C(CO)C[C@]3(O)C(=O)C(C)=C[C@@H]23)[C@@H]2C(C)(C)[C@]12OC(C)=O	?
60	COCC(C)N(C(=O)CCl)c1c(C)csc1C (stereo unspecified)	-2.8%

In a second layout: results already given.
52) [O]=[Cr](=[O])([OH])[O][Cr](=[O])(=[O])[OH]
  Glioma ERSR ind: -4.8%&-3.0%
53) NCC(O)c1cccc(O)c1 (stereo unspecified)
  Glioma ERSR ind: -3.2%
54) Clc1ccc(CS[C@@H](Cn2ccnc2)c2ccc(Cl)cc2Cl)cc1
  Glioma ERSR ind: -3.9%
55) NC[C@H](CP(=O)(O)O)c1ccc(Cl)cc1
  Glioma ERSR ind: -4.0%

Later entries:
entry	Molecule	Glioma ERSR ind
61	C[C@]12CCC3[C@@H](CCC4=CC(=O)CC[C@@]43C)C1CCC2OC(=O)CCc1ccccc1 (stereo partly specified)	-5.0%
62	COC(C)C(O)(C(=O)OC1=CCN2CC[C@H](O)[C@H]12)C(C)C (stereo partly specified)	-3.0%
63	NC(Cc1ccc(Oc2cc(I)c(O)c(I)c2)c(I)c1)C(=O)O (stereo unspecified)	-5.3%
64	CC1(C)N(O)C(c2ccc(C(=O)O)cc2)=[N+]([O-])C1(C)C	-0.5%
65	CC(C)=CCC[C@]1(C)[C@@H](CC=C(C)C)C[C@@]2(CC=C(C)C)C(=O)[C@]1(C(=O)C(C)C)C(=O)C(CC=C(C)C)=C2O	?
66	CC1(C)C(O)CC(=O)[C@]2(C)C1CC(=O)[C@]1(C)C2CC[C@@]2(C)C(c3ccoc3)OC(=O)C3O[C@@]321 (stereo partly specified)	-0.5%
67	CNC(=O)Oc1cccc2c1OC(C)(C)C2	-4.1%
68	CC(C)[C@H](NC(=O)[C@H](CCC(=O)O)NC(=O)[C@H](Cc1ccccc1)NC(=O)[C@H](C)NC(=O)[C@@H](N)Cc1ccc(O)cc1)C(=O)N[C@H](C(=O)NCC(N)=O)C(C)C	-2.2%
69	CSCC[C@H](NC(=O)[C@@H](NC(=O)CNC(=O)[C@H](CC(=O)O)NC(=O)[C@H](CCSC)NC(=O)[C@@H](N)Cc1ccc(O)cc1)[C@@H](C)O)C(=O)N[C@@H](CO)C(=O)N[C@@H](CCC(N)=O)C(=O)N[C@H](C(=O)O)C(C)C	-1.5%
70	COc1ccc2c(c1OC)C(=O)O[C@H]2[C@H]1c2cc3c(cc2CCN1C)OCO3	-3.9%
71	COc1ccc(C(=O)OC2C[C@H]3CC[C@@H](C2)N3C)cc1OC (stereo partly specified)	-4.6%
72	C(=C\c1ccccc1)/CN1CCN(CCOC(c2ccccc2)c2ccccc2)CC1	-5.7%
73	C[C@H](N)Cc1cccc(C(F)(F)F)c1	-0.8%
74	CC(=O)Oc1ccc2c3c1OC1C(OC(C)=O)C=CC4[C@@H](C2)N(C)CC[C@]314 (stereo partly specified)	-2.8%
75	O=C(Nc1ccccc1)N1CC[C@@]2(CCCNC2)C1	-0.8%
76	Clc1ccc([C@@H](OCCN2CCCCC2)c2ccccc2)cc1	-5.9%
77	c1ccc(C2(c3ccccc3)CC2C2=NCCN2)cc1 (stereo unspecified)	1.5%&-4.8%
78	COc1cc2c(cc1OC)[C@@H]1C(=O)c3ccc(O)c(CC=C(C)C)c3OC1CO2 (stereo partly specified)	-2.4%
79	CC(=O)OCC(=O)[C@@H]1CC[C@H]2[C@H]3CC[C@H]4C[C@@H](O)CC[C@]4(C)[C@@H]3C(=O)C[C@@]12C	-2.2%
80	O=C(NC(=O)c1c(F)cccc1F)Nc1ccc(Cl)cc1	-0.2%
81	CNCC(N)C(=O)O (stereo unspecified)	-1.2%
82	O=C1CC[C@]2(O)C3Cc4ccc(O)c5c4C2(CCN3CC2CC2)C1O5 (stereo partly specified)	-3.6%
83	CN[C@@H]1C[C@H](c2ccc(Cl)c(Cl)c2)c2ccccc21	-8.2%
84	O=CN1CC2CC(C1)c1cccc(=O)n1C2 (stereo unspecified)	-0.9%
85	COc1cc2c(cc1O)CCNC2C (stereo unspecified)	-3.3%
86	COc1ccc2c(c[n+](C)c3c4cc5c(cc4ccc23)OCO5)c1OC	-14.6%&-11.2%&-11.6%&-12.1%
87	O=C(CCCN1CCC2(CC1)C(=O)N(Cc1cccc(F)c1)CN2c1ccccc1)c1ccc(F)cc1	-10.4%&-9.8%
88	C[C@H](Cc1ccc2c(c1)OC(C(=O)O)(C(=O)O)O2)NC[C@H](O)c1cccc(Cl)c1	-4.1%
89	C[C@]12CC[C@@H]3[C@@H](CCC4=CC(=O)CC[C@@H]43)[C@@H]1CC[C@@H]2OC(=O)CCc1ccccc1	-1.8%
90	Cn1cc(C(=O)C(=O)N[C@H]2CN3CCC2CC3)c2ccccc21	-4.0%&-3.9%
91	C[C@H]1C/C=C/[C@@H]2[C@@H]3O[C@]3(C)[C@@H](C)[C@H]3[C@H](Cc4ccccc4)NC(=O)[C@]32OC(=O)O/C=C/[C@](C)(O)C1=O	-4.1%
92	C#CCOS(=O)OC1CCCCC1Oc1ccc(C(C)(C)C)cc1 (stereo unspecified)	1.0%
93	CCCCOC(=O)N(C)SN(C)C(=O)Oc1cccc2c1OC(C)(C)C2	-1.2%
94	CN(C)[C@@H](Cc1ccccc1)c1ccccc1	-1.9%
95	CC(=O)Oc1ccc2c3c1OC1[C@@H](OC(C)=O)C=C[C@H]4[C@H](C2)N(C)CC[C@]314 (stereo partly specified)	-5.6%
96	CC(C)C[C@H]1C(=O)N2CCC[C@@H]2[C@@]2(O)O[C@](NC(=O)[C@@H]3C=C4c5cccc6[nH]cc(c56)C[C@@H]4N(C)C3)(C(C)C)C(=O)N12	-3.6%
97	CC1=C[C@H]2[C@]3(O)C(C=C(CO)C[C@]2(O)C1=O)[C@@H]1C(C)(C)[C@]1(O)[C@H](O)[C@H]3C (stereo partly specified)	0.3%
98	C[C@@H]1O[C@H](C[N+](C)(C)C)C[C@H]1O	-1.4%
99	CC(C)=CC1C(C(=O)OCc2coc(Cc3ccccc3)c2)C1(C)C (stereo unspecified)	-2.4%
100	CC(C)c1cc2c(c(O)c1O)[C@]1(C(=O)O)CCCC(C)(C)C1CC2 (stereo partly specified)	-1.0%

2 records drawn at random from the list so far, as already listed:
entry	Molecule	Glioma ERSR ind
86	COc1ccc2c(c[n+](C)c3c4cc5c(cc4ccc23)OCO5)c1OC	-14.6%&-11.2%&-11.6%&-12.1%
83	CN[C@@H]1C[C@H](c2ccc(Cl)c(Cl)c2)c2ccccc21	-8.2%

(continued)
entry	Molecule	Glioma ERSR ind
101	O=CC=O	-3.2%
102	CC(N)C(O)c1ccc(O)c(O)c1 (stereo unspecified)	-5.5%&-7.3%
103	CC(=O)OC1C[C@@]2(C)C(c3ccoc3)C[C@H]3O[C@@]32[C@@]2(C)C(=O)C(O)=C3C(C)(C)C(=O)C=C[C@]3(C)C12 (stereo partly specified)	-12.4%
104	CNC1[C@@H](O)C(OC2C(N)C[C@H](N)[C@@H](O[C@@H]3OC(C(C)O)C(O)C(O)C3N)C2O)OC[C@]1(C)O (stereo partly specified)	-3.6%
105	COc1c2c(cc3c1OCO3)C13C=CC(OC)CC1N(C2)CC3O (stereo unspecified)	-4.7%
106	O=C(c1ccco1)N1CCC2(CC1)CN(Cc1ccncc1)C2	-4.5%
107	N#Cc1cc(Br)c(O)c(Br)c1	-2.0%

Screening results: PubChem, National Center for Advancing Translational Sciences (NCATS)
